Bioassay records: PubChem, Broad Institute
miR-122 sensor – miR-122 Renilla sensor signal increase in Huh7, primary screen, miR-122 inhibitor project, cell-based, single point, plate reader. Huh7 miR-122 Renilla luciferase sensor, 48 h; neutral wells = 0, positive control = 100. activation (reporter increase), % at 12.5 µM. 340,000 tested, 0.3% active. AID 602342, 2012;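 active means mean replicate activation score at least 90 and every replicate individually at or above 90; inconclusive means only one of the two criteria met; inactive means neither criterion met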;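 further: higher luciferase means less miR-122 activity so hits act as miR-122 inhibitors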
ERp5 inh – inhibitors of ERp5-driven insulin aggregation, primary screen, biochemical, turbidity, absorbance 650 nm, single point. Protein disulfide-isomerase A6 (Homo sapiens), Q15084. 350,000 tested, 0.05% active. inhibition, % at 9.99 µM. 90 min;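 active means mean replicate inhibition above about 25%, with every replicate also reaching it, limit read from the data, passing the limit was not always enough; inconclusive means only one of those two criteria met; inactive means neither criterion met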
Target sequence (Q15084 whole entry, looked up): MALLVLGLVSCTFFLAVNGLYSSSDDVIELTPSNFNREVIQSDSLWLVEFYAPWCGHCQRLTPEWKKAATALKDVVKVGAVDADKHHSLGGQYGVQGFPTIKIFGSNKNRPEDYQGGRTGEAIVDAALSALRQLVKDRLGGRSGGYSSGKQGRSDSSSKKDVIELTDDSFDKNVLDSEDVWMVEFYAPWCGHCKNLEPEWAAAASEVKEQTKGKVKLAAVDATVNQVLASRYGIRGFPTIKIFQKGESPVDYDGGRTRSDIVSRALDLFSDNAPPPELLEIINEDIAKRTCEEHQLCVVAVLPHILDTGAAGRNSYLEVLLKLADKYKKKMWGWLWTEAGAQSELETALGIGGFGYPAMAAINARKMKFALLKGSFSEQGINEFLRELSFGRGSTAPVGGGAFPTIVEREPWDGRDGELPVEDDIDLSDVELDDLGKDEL
F508del corr – F508del CFTR correction, initial screen, CFBE line, single point. 350,000 tested, 0.36% active. CFBE cells, YFP halide quenching; stimulated with forskolin plus potentiator P3; % fluorescence drop versus neutral controls. AID 720511, 2013. activity (quench increase), % at 7.58 µM;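 active means mean added fluorescence quench of at least 8% versus neutral control, with both replicates also reaching 8%; inconclusive means only one of the mean or replicate conditions met; inactive means mean below 8% and not both replicates reaching 8%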;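 further: cells transiently co-express mutant CFTR-F508del with the halide-sensitive YFP; corrector assay measuring rescue of mutant channel to the surface after 24 h compound exposure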
SIRT5 inh – SIRT5 desuccinylase inhibitors, primary screen, biochemical, fluorescence imaging, single point, set 5; AID 652115, 2013; NAD-dependent protein deacylase sirtuin-5, mitochondrial (Homo sapiens), Q9NXA8; inhibition, % at 15 µM; Purified SirT5, succinyl-peptide AMC, trypsin-coupled fluorescence; 330,000 tested, 1.1% active; in the data active means inhibition above about 15%; inconclusive means no clear call, values can overlap the other calls
Target sequence (Q9NXA8 whole entry, looked up): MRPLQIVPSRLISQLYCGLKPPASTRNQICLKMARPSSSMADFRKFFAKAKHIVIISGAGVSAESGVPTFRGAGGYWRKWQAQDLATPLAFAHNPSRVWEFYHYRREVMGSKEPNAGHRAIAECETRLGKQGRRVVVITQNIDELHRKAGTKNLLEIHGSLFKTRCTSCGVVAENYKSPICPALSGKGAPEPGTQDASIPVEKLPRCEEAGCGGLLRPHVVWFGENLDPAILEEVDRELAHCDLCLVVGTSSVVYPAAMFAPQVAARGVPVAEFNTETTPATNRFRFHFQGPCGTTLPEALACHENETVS
ERAP1 inh – human ERAP1 aminopeptidase inhibitors, primary screen, biochemical, single point, plate reader; 340,000 tested, 0.15% active; inhibition, % at 10.7 µM; Endoplasmic reticulum aminopeptidase 1 (Homo sapiens), Q9NZ08; recombinant ERAP1, Leu-AMC fluorescence, 60 min; AID 652197, 2013;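 active means mean replicate inhibition of at least 30%, or all replicates individually reaching that 30% level; inactive means mean below 30% and not every replicate reaching it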;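 further: 0% = neutral control wells and 100% = L-leucinethiol positive control wells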
Casp6 inh – human caspase-6 inhibitors, primary screen, biochemical, VEID-R110 fluorescence, single point, set 2; 350,000 tested, 0.53% active; inhibition, % at 12.5 µM; purified caspase-6, Z-VEID-R110 cleavage fluorescence;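 active means mean inhibition across replicates at least about 35%, with every replicate also reaching that limit, limit read from the data; inconclusive means only one of the two criteria met; inactive means neither criterion met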;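 further: 0% = median of neutral control wells and 100% = no fluorescence left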
Target sequence (P55212 24-179 limits assumed): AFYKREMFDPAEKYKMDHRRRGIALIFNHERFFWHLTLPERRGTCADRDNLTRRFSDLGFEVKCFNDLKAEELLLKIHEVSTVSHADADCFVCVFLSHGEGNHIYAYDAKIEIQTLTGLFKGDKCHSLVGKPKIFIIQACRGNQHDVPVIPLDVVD
Target sequence (P55212 194-293 limits assumed): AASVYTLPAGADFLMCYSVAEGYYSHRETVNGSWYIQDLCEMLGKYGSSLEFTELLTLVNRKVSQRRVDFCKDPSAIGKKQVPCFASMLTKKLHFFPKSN
DENV2 CPE rescue – inhibitors of DENV2 cytopathic effect, primary screen, cell-based, plate reader, single concentration; DENV2-infected cells, cytopathic effect rescue; CPE inhibition, % at 9.99 µM; 350,000 tested, 1.7% active; AID 651640, 2012; in the data active means CPE inhibition above about 20%, passing the limit was not always enough; inconclusive means no clear call, values can overlap the other calls; tested in BHK-21 cells;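 further: 0% = median of neutral control wells and 100% = median of positive control wells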
Numbers without * were called inactive; u = inconclusive; x = not tested or not shown; [ ] = remark or other dose.

item	SMILES	miR-122 sensor	ERp5 inh	F508del corr	SIRT5 inh	ERAP1 inh	Casp6 inh	DENV2 CPE rescue
1	CN(C)C(=O)c1cccc(-c2ccc3c(c2)[C@@H]2[C@@H](CCN2C(=O)c2ccccc2F)[C@H](CO)N3)c1	3[16.7 µM]	-3	0.4	4	-4	1	-8
2	C[C@H]1CN([C@@H](C)CO)C(=O)c2cc(-c3ccc(C#N)cc3)cnc2O[C@@H]1CN(C)C(=O)c1ccccc1	-6[16.7 µM]	2	1.0	-8	3	6	14
3	O=C(NCCc1ccccc1)Nc1nnc([C@H]2C[C@H](O)[C@@H](CO)O2)s1	-2	-7	-0.9	x	-1	0	u
4	COc1ccccc1-c1ccc2c(c1)O[C@H](CN(C)C(C)=O)[C@@H](C)CN([C@@H](C)CO)S2(=O)=O	72[16.7 µM]	2	2.2	-4	2	-6	7
5	Cc1cccc(OCc2nc3ccccc3n2C)c1	-3	-3	-0.5	-1	-1	0	-6
6	C[C@@H]1CN([C@@H](C)CO)C(=O)c2cc(NC(=O)c3ccccc3)ccc2O[C@@H](C)CCCCO[C@@H]1CN(C)C(=O)NC1CCCCC1	3[16.7 µM]	x	-0.2	x	x	x	-3
7	COc1ccc(OC)c(CN2CCC(C(=O)N(C)CCc3ccc(OC)c(OC)c3)CC2)c1	x	-1	-0.3	3	-2	0	-4
8	CN(C)/C=N/c1ncnc2c1cnn2-c1ccc(C(F)(F)F)cn1	x	0	-1.3	5	-1	1	-2
9	COC(=O)[C@]12CCCCC=C1N(CCC1=CCCCC1)C(=O)[C@H](CC(=O)NCCc1ccccc1OC)C2	x	4	-1.3	16*	-2	0	4
10	CN1C(=O)c2cc(NC(=O)c3ccc4c(c3)OCO4)ccc2OC[C@@H]2O[C@@H](CC(=O)O)CC[C@@H]21	-42[16.7 µM]	-2	-1.9	10	-1	0	0
11	CC(C)(C)N(CC#CCC(O)(c1ccccc1)C1CCCC1)CCO (stereo not drawn)	x	-4	-2.2	-5	2	4	-2
12	CNC[C@H]1Oc2ccc(NS(=O)(=O)c3ccc(OC)cc3)cc2C(=O)N([C@@H](C)CO)C[C@H]1C	-5[16.7 µM]	9	1.6	-1	4	-2	14
13	N#Cc1ccc(C(=O)Nc2cccc(S(=O)(=O)NC3=NCCC3)c2)cc1	-2	-9	7.5	-7	0	-2	2
14	OC[C@H]1[C@H](c2ccc(C#CC3CC3)cc2)[C@@H]2CN(CCC(F)(F)F)CCCCN12	2[16.7 µM]	9	4.7	2	-1	-3	6
15	Nn1c(SCC(=O)NCCCc2ccccc2)nnc1-c1cccnc1	-4	2	-1.3	-1	-5	-2	-5
16	COc1ccc(-n2nc3c(c2NC(=O)C24CC5CC(CC(C5)C2)C4)CS(=O)C3)cc1 (stereo not drawn)	-5	-6	3.5	-2	3	2	-3
17	COc1ccc(NC(=O)c2ccc3c(c2)N(C)CCS3)cc1	x	-3	4.1	-8	5	-2	-3
18	Cc1cc(C(=O)NCCc2ccc(S(N)(=O)=O)cc2)c(C)o1	x	2	2.9	1	0	6	0
19	CCCCCCSc1ccc(-c2nc3ccc(C)cn3c2NCCCC)cc1OC	x	-2	1.6	x	2	1	-9
20	C[C@@H]1CN([C@@H](C)CO)S(=O)(=O)c2ccc(C3=CCCC3)cc2O[C@H]1CN(C)C(=O)C1CCOCC1	7[16.7 µM]	-2	-3.2	3	4	-3	10
21	O=C(CN(C(=O)CCC(=O)Nc1ccccn1)c1cccc(F)c1)NCc1ccc(F)cc1	6	-5	0.5	x	-3	-7	6
22	COc1cccc(NC(=O)CN(C)C(=O)c2cccc(S(=O)(=O)N3CCN(c4ccc(F)cc4)CC3)c2)c1	1	3	-0.5	2	0	6	0
23	CCNc1nc(NC(C)C)nc(Oc2ccc(OCCOc3ccc(C)cc3)nn2)n1	-2	7	x	-3	-1	1	-5
24	COc1cc(/C=N/NC(=O)c2ccc(NC(=O)C3CCCCC3)cc2)ccc1O	5	2	0.7	-2	0	1	-10
25	COc1ccccc1NC(=O)c1cc(S(=O)(=O)N2CCC3(CC2)OCCO3)ccc1F	3	2	-3.6	-6	1	2	-5
26	O=C(NCC1CCCCC1)[C@@H]1[C@@H](CO)[C@@H]2Cn3c(ccc(C4=CCCCC4)c3=O)[C@H]1N2	6[16.7 µM]	3	1.0	-17	-3	2	-3
27	Cc1ccnc(NC(=O)C2CC(=O)N(Cc3ccccc3)C2)c1 (stereo not drawn)	x	0	-1.0	0	0	0	-4
28	COc1ccc([N+](=O)[O-])cc1NC(=O)COC(=O)C=C(C)C	x	1	-1.6	-2	12	-2	1
29	CO[C@@H]1CN(C)C(=O)c2ccc(NS(=O)(=O)c3ccccc3C)cc2OC[C@@H](C)N(C)C[C@H]1C	x	1	-1.3	3	-3	2	8
30	O=C(c1cc(Br)ccc1Cl)N1CCCC1	-4	3	1.3	-2	3	1	-5

Next part (two carried over from the part before).
item	SMILES	miR-122 sensor	ERp5 inh	F508del corr	SIRT5 inh	ERAP1 inh	Casp6 inh	DENV2 CPE rescue
29	CO[C@@H]1CN(C)C(=O)c2ccc(NS(=O)(=O)c3ccccc3C)cc2OC[C@@H](C)N(C)C[C@H]1C	x	1	-1.3	3	-3	2	8
30	O=C(c1cc(Br)ccc1Cl)N1CCCC1	-4	3	1.3	-2	3	1	-5
31	O=[N+]([O-])c1ccc(/C=N/Nc2ccnc3cc(Cl)ccc23)o1	7	-5	-0.6	-1	1	2	7
32	C=CCN(CC=C)C(=O)c1cccc(S(=O)(=O)N2c3ccccc3CC2C)c1 (stereo not drawn)	35	2	-1.7	1	x	1	8
33	O=C(Nc1ccc2c(c1)CCC2)c1cnc(Cl)c(Cl)c1	-1	7	-3.5	-3	-2	-2	x
34	CCCn1c(N)c(C(=O)CSc2ncn[nH]2)c(=O)n(C)c1=O	-5	2	0.9	3	2	2	u
35	C[C@@H]1CCCCO[C@H](CN(C)Cc2ccc(C(F)(F)F)cc2)[C@H](C)CN([C@@H](C)CO)C(=O)c2cc(NC(=O)Nc3ccc(C(F)(F)F)cc3)ccc2O1	2[16.7 µM]	x	2.8	x	x	x	-1
36	Cc1ccc(-c2ccc([C@H]3[C@H]4CN(C(=O)c5ccc(F)cc5)CCCCN4[C@H]3CO)cc2)cc1	-1[16.7 µM]	6	-2.6	6	-1	-2	9
37	Cc1c(NC(=O)COc2cccc(Br)c2)c(=O)n(-c2ccccc2)n1C	x	0	-1.8	-1	2	0	13
38	CCOc1ccc(S(=O)(=O)N(C)CC(=O)NCc2ccccn2)cc1Cl	-4	-3	0.6	1	3	-1	4
39	COc1ccc(NC(=O)C2CCN(C(=O)[C@@H]3Cc4ccccc4CN3)CC2)cc1	0	-6	1.2	4	0	1	12
40	COc1ccnc(Oc2ccc(F)cc2)c1-c1ncn[nH]1	x	2	-2.1	-5	-1	-1	-2
41	CCCC[n+]1c(C)sc2cc(OC)ccc21	x	0	-1.8	-4	35*	0	7
42	C[C@@H]1CN([C@H](C)CO)S(=O)(=O)c2ccc(C#CCN(C)C)cc2O[C@@H]1CN(C)S(C)(=O)=O	2[16.7 µM]	-3	-0.7	2	2	0	-6
43	O=C(NC1CCS(=O)(=O)C1)c1cc(-c2ccccc2)nc2ccccc12 (stereo not drawn)	1	-5	-3.9	-3	-4	2	18
44	COc1ccc(OCC(=O)Nc2ccc(N3CCN(C(=O)c4ccco4)CC3)cc2)cc1	x	8	1.3	-6	0	-4	-3
45	CCN(CC)S(=O)(=O)c1ccc(NC(=O)CSc2nc3nc(C)cc(C)c3c(=O)[nH]2)cc1	3	6	6.0	0	1	2	0
46	CCCc1cc(C(=O)Nc2cc(Cl)ccc2O)no1	0	-2	0.1	2	2	2	-4
47	C[C@H]1CN([C@@H](C)CO)C(=O)Cc2cc(NS(=O)(=O)c3cccs3)ccc2O[C@H]1CN(C)S(C)(=O)=O	12[16.7 µM]	-3	5.4	-2	-1	0	-2
48	CC(=O)Nc1ccc2c(c1)C(=O)N(C)[C@@H]1CC[C@@H](CC(=O)NCC3CC3)O[C@@H]1CO2	0[16.7 µM]	8	0.0	0	1	0	6
49	CCN(CC(=O)Nc1ccc2c(c1)OCCO2)C(=O)c1cc(Cl)nc2ccccc12	x	0	-1.0	-3	0	1	9
50	CCc1cc(=O)oc2cc(C)cc(OCC(=O)N3CCC(C(=O)NC(C)C)(c4ccccc4)CC3)c12	-5	-8	3.7	-11	-4	0	12
51	O=C(O)c1ccccc1NC(=O)c1ccccc1Nc1ccccc1	-3	4	0.7	-5	4	0	4
52	O=C(Cn1c(=O)c2cccn2c2ccc(F)cc21)NCCCN1CCN(c2ccccc2F)CC1	-4	-1	1.0	0	-4	-13	4
53	COc1ccc2c3c([nH]c2c1)[C@@H](CO)N(C(=O)Nc1ccc(F)cc1)CC31CN(Cc2cc(F)ccc2F)C1	x	5	3.2	-5	1	0	-3
54	Cc1ccn2c(NC3CCCC3)c(-c3cccs3)nc2c1	x	5	0.8	-6	0	2	-2
55	CC(=O)O[C@H]1C(=O)[C@@]2(C)C([C@H](OC(=O)c3ccccc3)[C@]3(O)C[C@H](OC(=O)[C@H](O)[C@@H](NC(=O)c4ccccc4)c4ccccc4)C(C)=C1C3(C)C)[C@]1(OC(C)=O)CO[C@@H]1C[C@H]2O (stereo partly drawn)	1	5	18*	7	-1	-4	-8
56	CCN(CC(=O)Nc1ccccc1C(F)(F)F)C(=O)CCOc1ccccc1C	-1	-1	5.1	5	1	-3	-3
57	Cc1ncc[nH]1	0	1	0.7	x	9	0	57*
58	C/C=C/c1ccc2c(c1)O[C@H](CN(C)Cc1ccc(F)cc1)[C@H](C)CN([C@H](C)CO)S2(=O)=O	3[16.7 µM]	u	-2.3	8	1	-1	-7
59	CC(Oc1ccc2c(c1)oc(=O)c1ccccc12)C(=O)NC(Cc1c[nH]c2ccc(O)cc12)C(=O)O (stereo not drawn)	0	-4	-3.4	3	2	8	-11
60	O=c1ccc(S(=O)(=O)N2CCCC2)cn1Cc1ccc(F)cc1	-6	5	-3.4	-2	1	1	-4
61	Cc1cc(=O)n2c3ccccc3n(CC(O)CN3CCOCC3)c2c1C#N (stereo not drawn)	-5	6	3.1	-4	-2	-1	6
62	COCCCNC(=O)[C@@]1(Cc2ccccc2CN=[N+]=[N-])COC(c2ccc(OCCCO)cc2)=N1	x	4	-0.8	1	2	-1	10
63	Cc1cccnc1NC(=S)NCc1ccco1	-9	-3	0.5	-5	-1	-2	8
64	N=C(N)SCCc1cccc(CCSC(=N)N)c1	2	2	6.9	-7	-1	-2	0
65	COc1ccccc1N1CCN(S(=O)(=O)CCNC(=O)CC2CCCCC2)CC1	-3	2	-0.2	-3	-1	1	0
66	CCOC(=O)Cn1c(=O)oc2cc(S(=O)(=O)NC(C)c3ccccc3)ccc21 (stereo not drawn)	-1	-10	-5.3	x	-1	-3	5
67	COc1ccc(NC(=O)C(=O)NNC(=O)COc2ccc(OC)cc2)cc1	-1	3	0.0	-3	-1	-1	-1
68	CC(=O)Cc1cc2cc([N+](=O)[O-])ccc2oc1=O	-7	11	0.1	-4	-4	-5	u
69	CCN(CC)CCN1C(=O)C(=O)/C(=C(/O)c2ccc(S(=O)(=O)N3CCOCC3)cc2)C1c1ccccc1 (stereo not drawn)	-1	3	0.2	1	-6	-9	-1
70	O=C(Nc1ccccc1)c1cc(C2CCCCN2C(=O)OCc2ccccc2)on1 (stereo not drawn)	-3	-6	-1.7	x	0	-2	-9
71	O=C(CSc1nnnn1-c1ccc(O)cc1)NC1CCCCC1	5	-2	-0.7	1	-2	-4	-5
72	C=CCn1c(NCc2ccc(OC)cc2O)nc2ccccc21	-16	5	2.1	-2	-1	0	0
